# TcdB inh – TcdB glycohydrolase inhibitors, primary screen, biochemical, single point, plate reader | Toxin B (Clostridioides difficile), P18177 | TcdB glycohydrolase enzymatic assay | inhibition, % at 9.99 µM | actives 0.24% (n = 350,000); in the data active means inhibition above about 10%
# Target sequence (P18177 whole entry, looked up): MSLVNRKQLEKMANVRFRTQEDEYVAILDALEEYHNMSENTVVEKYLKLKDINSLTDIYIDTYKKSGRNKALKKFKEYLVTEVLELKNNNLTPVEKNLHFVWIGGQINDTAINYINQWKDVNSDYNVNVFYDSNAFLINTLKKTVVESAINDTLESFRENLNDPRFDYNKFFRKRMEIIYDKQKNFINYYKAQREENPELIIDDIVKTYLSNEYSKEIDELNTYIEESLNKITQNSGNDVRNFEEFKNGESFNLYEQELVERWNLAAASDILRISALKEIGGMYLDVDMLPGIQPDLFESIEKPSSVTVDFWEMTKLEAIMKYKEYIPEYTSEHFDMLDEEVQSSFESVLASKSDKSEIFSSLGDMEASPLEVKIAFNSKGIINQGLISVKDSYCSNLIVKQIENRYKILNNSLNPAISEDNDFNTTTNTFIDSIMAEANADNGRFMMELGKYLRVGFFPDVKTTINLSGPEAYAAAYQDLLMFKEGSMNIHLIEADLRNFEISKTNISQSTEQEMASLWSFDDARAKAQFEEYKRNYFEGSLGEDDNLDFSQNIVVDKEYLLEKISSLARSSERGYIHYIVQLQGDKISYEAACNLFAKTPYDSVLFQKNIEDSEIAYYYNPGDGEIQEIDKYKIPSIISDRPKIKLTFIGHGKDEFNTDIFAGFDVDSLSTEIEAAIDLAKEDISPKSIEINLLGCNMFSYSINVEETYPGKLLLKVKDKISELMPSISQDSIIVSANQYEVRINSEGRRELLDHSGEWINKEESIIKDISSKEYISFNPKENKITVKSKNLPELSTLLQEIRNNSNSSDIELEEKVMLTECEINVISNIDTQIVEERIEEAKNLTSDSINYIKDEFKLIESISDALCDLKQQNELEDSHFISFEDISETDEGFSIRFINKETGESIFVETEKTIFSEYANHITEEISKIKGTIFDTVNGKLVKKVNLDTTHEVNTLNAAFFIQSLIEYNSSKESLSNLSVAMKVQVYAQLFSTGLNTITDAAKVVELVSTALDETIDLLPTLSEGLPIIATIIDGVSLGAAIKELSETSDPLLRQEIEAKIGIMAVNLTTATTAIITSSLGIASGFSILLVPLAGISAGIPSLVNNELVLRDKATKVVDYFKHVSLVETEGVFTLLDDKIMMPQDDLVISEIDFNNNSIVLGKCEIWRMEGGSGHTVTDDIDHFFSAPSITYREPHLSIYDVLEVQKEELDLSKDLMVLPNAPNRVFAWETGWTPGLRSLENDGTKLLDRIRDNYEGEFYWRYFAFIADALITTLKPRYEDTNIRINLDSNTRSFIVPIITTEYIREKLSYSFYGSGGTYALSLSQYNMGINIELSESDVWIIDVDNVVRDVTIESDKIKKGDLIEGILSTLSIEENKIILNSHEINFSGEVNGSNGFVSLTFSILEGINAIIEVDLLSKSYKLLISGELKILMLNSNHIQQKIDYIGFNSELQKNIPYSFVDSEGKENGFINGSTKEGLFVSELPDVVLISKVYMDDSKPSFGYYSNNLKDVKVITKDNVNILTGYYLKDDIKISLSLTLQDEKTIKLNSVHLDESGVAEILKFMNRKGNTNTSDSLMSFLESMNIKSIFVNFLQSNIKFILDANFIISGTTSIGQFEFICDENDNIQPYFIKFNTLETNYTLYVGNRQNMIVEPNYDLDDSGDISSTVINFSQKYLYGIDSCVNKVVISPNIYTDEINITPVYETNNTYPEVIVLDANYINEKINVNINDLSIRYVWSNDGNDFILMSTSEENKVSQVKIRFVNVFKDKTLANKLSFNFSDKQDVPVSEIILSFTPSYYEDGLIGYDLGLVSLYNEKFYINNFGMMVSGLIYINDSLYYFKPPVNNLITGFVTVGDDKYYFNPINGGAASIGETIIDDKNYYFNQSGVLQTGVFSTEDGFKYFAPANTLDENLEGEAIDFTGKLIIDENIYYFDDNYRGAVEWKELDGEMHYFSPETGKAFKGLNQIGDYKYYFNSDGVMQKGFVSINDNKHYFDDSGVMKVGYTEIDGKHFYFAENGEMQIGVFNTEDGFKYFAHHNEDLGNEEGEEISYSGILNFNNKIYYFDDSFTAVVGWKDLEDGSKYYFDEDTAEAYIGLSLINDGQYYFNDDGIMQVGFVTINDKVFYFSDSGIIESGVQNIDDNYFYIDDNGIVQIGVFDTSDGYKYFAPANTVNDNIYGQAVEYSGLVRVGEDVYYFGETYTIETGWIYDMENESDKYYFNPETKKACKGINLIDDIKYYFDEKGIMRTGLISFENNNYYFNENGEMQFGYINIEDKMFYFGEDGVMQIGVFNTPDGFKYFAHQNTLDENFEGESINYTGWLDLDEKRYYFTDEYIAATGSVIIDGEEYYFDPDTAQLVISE
# * = called active by the depositor. A portion of the library (hit frequency here may not be typical).
SMILES,TcdB inh
O=C(NCc1ccncn1)[C@@H]1[C@@H](CO)[C@@H]2Cn3c(ccc(-c4ccccc4)c3=O)[C@@H]2N1CC1CC1,0.8
COc1ccc(NC(=O)N(C)C[C@@H]2Oc3c(NC(=O)c4nc5ccccc5s4)cccc3C(=O)N([C@@H](C)CO)C[C@@H]2C)cc1,0.5
C[C@H](O)C#Cc1ccc2c(c1)O[C@H](CN(C)Cc1cncnc1)[C@@H](C)CN([C@@H](C)CO)S2(=O)=O,-0.4
C[C@@H]1CN([C@H](C)CO)S(=O)(=O)c2ccc(C#Cc3cccc(F)c3)cc2O[C@H]1CN(C)C(=O)NC1CCCCC1,0.1
COC(=O)C[C@@H]1CC[C@H]2[C@@H](COc3ccc(NC(=O)Nc4cc(C)cc(C)c4)cc3C(=O)N2C)O1,-0.7
O=C(C[C@@H]1CC[C@@H](NC(=O)C2CCOCC2)[C@H](CO)O1)NCc1ccncc1,-1.6
C[C@@H]1CN([C@@H](C)CO)S(=O)(=O)c2ccc(/C=C/c3ccccc3)cc2O[C@@H]1CN(C)C,-0.8
C[C@@H]1CN([C@@H](C)CO)C(=O)c2cc(C#CC(C)(C)O)cnc2O[C@H]1CN(C)Cc1ccccn1,0.1
CN1C(=O)c2cc(NC(=O)c3cccc(C(F)(F)F)c3)ccc2OC[C@H]2O[C@H](CC(=O)O)CC[C@H]21,0.3
O=C(C[C@H]1C[C@H]2c3cc(NC(=O)C4CCC4)ccc3O[C@H]2[C@H](CO)O1)NCc1ccc2c(c1)OCO2,1.3
C[C@H]1CCCCO[C@@H](CN(C)Cc2ccc(C(=O)O)cc2)[C@@H](C)CN([C@@H](C)CO)C(=O)c2cc(NC(=O)Nc3ccc4c(c3)OCO4)ccc2O1,-1.2
C[C@@H]1CN([C@@H](C)CO)C(=O)c2cc(NS(=O)(=O)c3cn(C)cn3)ccc2O[C@@H]1CN(C)S(C)(=O)=O,0.2
C[C@@H]1CCCCO[C@@H](CN(C)S(=O)(=O)c2ccc(F)cc2)[C@H](C)CN([C@@H](C)CO)C(=O)c2cc(NC(=O)c3ccncc3)ccc2O1,0.4
CC(C)NC(=O)N(C)C[C@@H]1Oc2ccc(NS(C)(=O)=O)cc2CC(=O)N([C@@H](C)CO)C[C@H]1C,0.2
CO[C@H]1CN(C)C(=O)c2ccc(NC(=O)c3ccccc3F)cc2OC[C@@H](C)N(C(C)=O)C[C@H]1C,-8.2

# Looked up by structure from the list above, 5 records:
SMILES,TcdB inh
CC(C)NC(=O)N(C)C[C@@H]1Oc2ccc(NS(C)(=O)=O)cc2CC(=O)N([C@@H](C)CO)C[C@H]1C,0.2
O=C(NCc1ccncn1)[C@@H]1[C@@H](CO)[C@@H]2Cn3c(ccc(-c4ccccc4)c3=O)[C@@H]2N1CC1CC1,0.8
O=C(C[C@@H]1CC[C@@H](NC(=O)C2CCOCC2)[C@H](CO)O1)NCc1ccncc1,-1.6
CO[C@H]1CN(C)C(=O)c2ccc(NC(=O)c3ccccc3F)cc2OC[C@@H](C)N(C(C)=O)C[C@H]1C,-8.2
C[C@@H]1CN([C@@H](C)CO)S(=O)(=O)c2ccc(/C=C/c3ccccc3)cc2O[C@@H]1CN(C)C,-0.8

# The list goes on:
SMILES,TcdB inh
CC(C)NC(=O)N(C)C[C@@H]1OCCCC[C@@H](C)Oc2ccc(NC(=O)C3CCCCC3)cc2C(=O)N([C@H](C)CO)C[C@@H]1C,0.3
COC(=O)C1=C(C)N(Cc2ccccc2)C(=S)NC1c1ccc(-c2ccccc2)cc1 (configuration not stated),0.9
C[C@H](CO)N1C[C@H](C)[C@@H](CN(C)C(=O)CC2CC2)Oc2cc(C#C[C@@H](C)O)ccc2S1(=O)=O,-0.6
CO[C@H]1CN(C)C(=O)c2cc(NC(=O)c3cnccn3)ccc2OC[C@@H](C)N(CCc2ccccc2)C[C@H]1C,-0.5
CCS(=O)(=O)Nc1ccc2c(c1)C(=O)N(C)[C@H]1CC[C@@H](CC(=O)N3CCOCC3)O[C@H]1CO2,0.8
C[C@H]1CN([C@@H](C)CO)C(=O)Cc2cc(NC(=O)C3CCCCC3)ccc2O[C@H]1CN(C)Cc1ccc(C(F)(F)F)cc1,0.1
COCC(=O)Nc1ccc2c(c1)C(=O)N(C)C[C@H](OC)[C@H](C)CN(C(=O)C1CCCC1)[C@H](C)CO2,0.6
Cc1noc(C)c1S(=O)(=O)Nc1cccc2c1O[C@H](CN(C)C(=O)NC1CCCCC1)[C@H](C)CN([C@@H](C)CO)C2=O,0.4
COCC#Cc1ccc2c(c1)O[C@H](CN(C)S(=O)(=O)c1ccc(C)cc1)[C@H](C)CN([C@H](C)CO)S2(=O)=O,0.8
COC(=O)C[C@H]1CC[C@H]2[C@H](COc3ccc(NC(=O)Nc4cccc(F)c4)cc3C(=O)N2C)O1,0.1
CN1C(=O)c2cc(NS(=O)(=O)c3ccc(F)cc3)ccc2OC[C@H]2O[C@H](CC(=O)O)CC[C@@H]21,1.6
C[C@@H]1CN([C@H](C)CO)S(=O)(=O)c2ccc(-c3ccncc3)cc2O[C@H]1CN(C)Cc1cccnc1,0.9
CCc1csc(N2[C@H](CO)[C@H](c3ccc(-c4cccc(F)c4)cc3)[C@@H]2C#N)n1,0.8
O=C(Nc1ccc2c(c1)[C@@H]1C[C@H](CC(=O)N3CCc4ccccc4C3)O[C@H](CO)[C@@H]1O2)c1ccc2c(c1)OCO2,-0.6
O=C(Nc1ccccc1F)N[C@H]1CC[C@@H](CCNS(=O)(=O)c2ccc(F)cc2)O[C@H]1CO,-1.3

# A different layout for part of the listing above.
Structure | TcdB inh
CCS(=O)(=O)Nc1ccc2c(c1)C(=O)N(C)[C@H]1CC[C@@H](CC(=O)N3CCOCC3)O[C@H]1CO2 | 0.8
O=C(Nc1ccc2c(c1)[C@@H]1C[C@H](CC(=O)N3CCc4ccccc4C3)O[C@H](CO)[C@@H]1O2)c1ccc2c(c1)OCO2 | -0.6

# The listing continues.
SMILES,TcdB inh
CO[C@H]1CN(C)C(=O)c2ccc(NC(C)=O)cc2OC[C@H](C)N(C(=O)C2CCOCC2)C[C@@H]1C,0.3
CN1C(=O)c2cc(NC(=O)Nc3cccc(Cl)c3)ccc2OC[C@@H]2O[C@@H](CC(=O)NCCc3ccncc3)CC[C@H]21,1.3
O=C(C[C@H]1CC[C@H](NC(=O)Nc2ccccc2F)[C@@H](CO)O1)NCc1ccc(-c2ccccc2)cc1,-0.4
CN(C)CC#Cc1ccc([C@@H]2[C@H](CO)N3CCCCN(C(=O)NC4CCCC4)C[C@@H]23)cc1,0.6
CO[C@@H]1CN(C)C(=O)c2ccc(NC(=O)c3cnccn3)cc2OC[C@@H](C)N(C(C)=O)C[C@@H]1C,-0.6
CO[C@H]1CN(C)C(=O)c2ccc(NS(=O)(=O)c3cn(C)cn3)cc2OC[C@@H](C)N(Cc2cccc(F)c2)C[C@H]1C,-1.3
CCCc1cn(CC[C@H]2CC[C@H](NC(=O)C3CCCC3)[C@H](CO)O2)nn1,-1.1
Cc1ccccc1CN(C)C[C@H]1OCc2cnnn2CCCC(=O)N([C@@H](C)CO)C[C@H]1C,-0.2
COc1ccccc1S(=O)(=O)N(C)C[C@@H]1OCc2ccccc2-c2ccccc2C(=O)N([C@@H](C)CO)C[C@@H]1C,-1.6
O=C(Cc1ccccc1)N1CC(=O)N2[C@H](CO)[C@@H](c3ccc(C#CCc4ccccc4)cc3)[C@H]2C1,0.8
C[C@H]1CN([C@@H](C)CO)C(=O)c2cc(NC(=O)NC3CCCCC3)ccc2O[C@H]1CN(C)Cc1ccccc1,0.0
O=C(C[C@@H]1CC[C@H](NC(=O)NC2CCCCC2)[C@H](CO)O1)NCc1ccc(Cl)cc1,-1.3
COc1cccc(CN(C)C[C@@H]2OCc3cn(nn3)CCCC(=O)N([C@H](C)CO)C[C@@H]2C)c1,0.6
COc1ccc(S(=O)(=O)N(C)C[C@H]2Oc3ccc(NC(=O)CCCCCC(=O)Nc4ccccc4N)cc3C(=O)N([C@@H](C)CO)C[C@H]2C)cc1,0.2
C[C@@H]1CCCCO[C@@H](CN(C)C(=O)Nc2ccc(C(F)(F)F)cc2)[C@@H](C)CN([C@H](C)CO)C(=O)c2cc(NC(=O)NC3CCCCC3)ccc2O1,-0.1
O=C(NCc1ccccc1)[C@@H]1[C@@H](CO)[C@@H]2Cn3c(ccc(-c4cccc(F)c4)c3=O)[C@H]1N2,0.7
C[C@H]1CN([C@@H](C)CO)C(=O)c2cccc(NS(=O)(=O)c3cccs3)c2O[C@@H]1CN(C)Cc1ccc(C(F)(F)F)cc1,-7.9
C[C@@H]1CCCCO[C@H](CN(C)C(=O)Cc2ccccc2)[C@@H](C)CN([C@H](C)CO)C(=O)c2cc(NC(=O)c3ccncc3)ccc2O1,-0.1
C[C@@H](NC(=O)[C@@H]1[C@@H](CO)[C@@H]2Cn3c(cccc3=O)[C@@H]2N1S(C)(=O)=O)c1ccccc1,-0.3
COCC#Cc1ccc([C@@H]2[C@H](CO)N3CCCCN(S(=O)(=O)c4ccccc4C)C[C@@H]23)cc1,-0.3
C[C@H](CO)N1C[C@H](C)[C@H](CN(C)C(=O)Nc2ccc3c(c2)OCO3)Oc2ccc(NS(C)(=O)=O)cc2C1=O,-3.2
COc1ccc(S(=O)(=O)N(C)C[C@@H]2Oc3c(NC(=O)c4ccc(-c5nccs5)cc4)cccc3C(=O)N([C@@H](C)CO)C[C@@H]2C)cc1,0.3
CCCC(=O)Nc1ccc2c(c1)OC[C@H](C)N(CCC)C[C@H](C)[C@H](OC)CN(C)C2=O,-0.4
C[C@@H]1CN([C@H](C)CO)C(=O)c2cc(C#CC3CC3)cnc2O[C@@H]1CN(C)S(=O)(=O)c1cccc(F)c1,0.2
Cc1noc(C)c1NC(=O)N(C)C[C@@H]1OCCCC[C@H](C)Oc2ccc(NC(=O)Nc3ccc4c(c3)OCO4)cc2C(=O)N([C@H](C)CO)C[C@@H]1C,0.5
COc1ccc2c3c([nH]c2c1)[C@H](CO)N(C(=O)C1CC1)CC31CN(Cc2nccs2)C1,-0.1
CO[C@H]1CN(C)C(=O)c2ccc(NC(=O)c3cc(C)on3)cc2OC[C@@H](C)N(CC2CC2)C[C@H]1C,0.3
O=C(C[C@@H]1C=C[C@H](NC(=O)Nc2ccc3c(c2)OCO3)[C@@H](CO)O1)NCc1ccccc1,1.2
Cc1ccccc1S(=O)(=O)N1CC[C@@H]2[C@@H](CO)Nc3ccc(-c4ccccc4)cc3[C@@H]21,1.5
C[C@H]1CN([C@@H](C)CO)C(=O)c2cc(-c3ccc(F)cc3)cnc2O[C@H]1CN(C)Cc1ccc(C(=O)O)cc1,-0.8
O=C(Nc1cc(F)ccc1F)N1CC(=O)N2[C@H](CO)[C@@H](c3ccc(-c4ccc(F)cc4)cc3)[C@@H]2C1,1.1
C[C@H](CO)N1C[C@H](C)[C@@H](CN(C)CC2CCOCC2)Oc2ncc(C#Cc3ccncc3)cc2C1=O,1.9
C[C@@H]1CN([C@H](C)CO)C(=O)c2cc(NS(C)(=O)=O)ccc2O[C@@H](C)CCCCO[C@H]1CN(C)C(=O)Nc1ccccc1,0.3
COC(=O)Cc1nnn2c1[C@H](C)[C@@H](OC)c1ccc(C(F)(F)F)cc1-2,1.3
Nc1nc2c(ncn2[C@@H]2O[C@H](C(=O)N[C@@H](Cc3ccccc3)C(=O)NCc3ccccc3)[C@@H](O)[C@H]2O)c(=O)[nH]1,0.8
C[C@@H]1CN([C@H](C)CO)C(=O)c2cc(NC(=O)Cc3ccccc3)ccc2O[C@@H]1CN(C)C(=O)Nc1ccccc1,0.0
CNC[C@H]1OCCCC[C@@H](C)Oc2ccc(NC(=O)CCC(F)(F)F)cc2C(=O)N([C@H](C)CO)C[C@@H]1C,1.7
Cc1noc(C)c1S(=O)(=O)Nc1ccc2c(c1)CC(=O)N([C@H](C)CO)C[C@H](C)[C@@H](CN(C)Cc1ccc(C(=O)Nc3ccccc3N)cc1)O2,-0.5
O=C(C[C@@H]1C[C@@H]2c3cc(NC(=O)C4CCC4)ccc3O[C@@H]2[C@H](CO)O1)NC1CCCC1,-0.2
CNC[C@H]1Oc2ccc(N(C)C)cc2C(=O)N([C@H](C)CO)C[C@@H]1C,-2.3
C[C@@H]1CN([C@@H](C)CO)C(=O)Cc2cc(NC(=O)CCCCCC(=O)Nc3ccccc3N)ccc2O[C@@H]1CN(C)S(=O)(=O)c1ccc(F)cc1,-0.1
C[C@@H]1CN([C@@H](C)CO)S(=O)(=O)c2ccc(C3=CCCC3)cc2O[C@@H]1CN(C)Cc1cccnc1,0.7
Cc1nc(N2[C@@H](C#N)[C@@H](c3ccccc3)[C@@H]2CO)sc1C,1.7
CCC(=O)N(C)C[C@@H]1Oc2cc(C#CC(C)C)ccc2S(=O)(=O)N([C@H](C)CO)C[C@@H]1C,0.4
CNC(=O)C[C@@H]1CC[C@@H]2[C@H](COc3ccc(NS(=O)(=O)c4cccc(F)c4)cc3C(=O)N2C)O1,0.9
O=C(NC1CCCCC1)C(c1ccc(-c2ccccc2)cc1)n1c(=O)c(-c2ccco2)nc2ccccc21 (configuration not stated),-2.6
O=C(NCc1ccccc1)C(c1cc2ccccc2o1)n1c(=O)c(-c2ccco2)nc2ccccc21 (configuration not stated),0.4
CO[C@@H]1CC[C@H]2CCOc3c(C#N)cccc3C(=O)N(C)C[C@H](c3ccccc3)CC(=O)N(C)C[C@@H]1O2,0.5
COc1ccc(NC(=O)Nc2ccc3c(c2)C(=O)N([C@H](C)CO)C[C@H](C)[C@@H](CN(C)Cc2ccncc2)O3)cc1,-0.3
CN(C)CC(=O)N[C@@H]1C=C[C@@H](CC(=O)O)O[C@@H]1CO,-0.7
COCC(=O)Nc1ccc2c(c1)C(=O)N(C)[C@@H]1CC[C@H](CC(=O)NCCc3ccncc3)O[C@@H]1CO2,-1.4

# Bioassay records deposited in PubChem BioAssay by Broad Institute.
